Screening data from PubChem BioAssay.
TCR CD3 inh – human TCR-CD3 binding inhibition; inhibition, % at 9.4 µM; AID 651800; 360,000 compounds, 0.37% hits; TAMRA-labeled TCR probe fluorescence, biochemical; in the data active = inhibition above about 19%;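 also: recombinant mutant TCR 2C K166C tagged with TAMRA read by polarization; 0% = receptor in buffer alone and 100% = receptor with positive control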
SIAE inh – blocks human sialic acid acetylesterase; Q9HAT2; SIAE FP-Rh probe binding, fluorescence polarization; inhibition, % at 9.66 µM; 370,000 compounds, 0.69% hits;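 active = inhibition above a cutoff: mean of compounds within the control limits plus 3 SD of those, cut at about 17% in these data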;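 also: 0% = plate median of compound wells and 100% = probe without SIAE protein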
UHRF1 binding – human UHRF1 methylated DNA binding inhibitors; Q96T88; UHRF1 binding to methylated oligo, TR-FRET; inhibition, % at 4.4 µM; 370,000 compounds, 0.75% hits; AID 687016; in the data active = inhibition above about 21%;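 also: UHRF1 SRA domain binding a hemimethylated CpG hairpin DNA probe; 0% = median of test compound wells and 100% = reference inhibitor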
Target sequence (Q96T88 whole entry, looked up, the tested form may be a part): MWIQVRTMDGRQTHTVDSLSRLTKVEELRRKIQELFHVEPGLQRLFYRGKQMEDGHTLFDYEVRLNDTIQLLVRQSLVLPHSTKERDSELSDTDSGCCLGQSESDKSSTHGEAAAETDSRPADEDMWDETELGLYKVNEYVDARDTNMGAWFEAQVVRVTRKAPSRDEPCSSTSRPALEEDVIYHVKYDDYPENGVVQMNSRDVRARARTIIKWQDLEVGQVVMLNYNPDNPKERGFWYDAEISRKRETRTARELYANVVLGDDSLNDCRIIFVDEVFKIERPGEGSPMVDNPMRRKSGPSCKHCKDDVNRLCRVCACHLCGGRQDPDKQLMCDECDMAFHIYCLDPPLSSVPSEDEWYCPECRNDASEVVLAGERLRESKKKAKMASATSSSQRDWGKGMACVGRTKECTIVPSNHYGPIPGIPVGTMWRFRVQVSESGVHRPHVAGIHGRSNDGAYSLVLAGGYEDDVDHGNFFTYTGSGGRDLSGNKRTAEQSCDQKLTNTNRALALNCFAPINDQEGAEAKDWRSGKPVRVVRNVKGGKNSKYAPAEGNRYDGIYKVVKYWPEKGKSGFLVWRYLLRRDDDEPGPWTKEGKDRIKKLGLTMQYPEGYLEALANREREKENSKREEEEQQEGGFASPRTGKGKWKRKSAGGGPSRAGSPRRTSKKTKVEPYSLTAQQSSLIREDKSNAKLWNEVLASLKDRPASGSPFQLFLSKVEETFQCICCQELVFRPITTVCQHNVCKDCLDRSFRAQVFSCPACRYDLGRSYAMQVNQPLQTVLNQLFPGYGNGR
LEDGF integ inh – blocks HIV-1 LEDGF/p75-dependent DNA integration | TR-FRET IN-LEDGF/p75 DNA integration, Eu/Cy5 | 370,000 compounds, 0.64% hits | inhibition, % at 3.7 µM;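 active = inhibition above the screen-wide mean plus 3 SD, cut at about 13% in these data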;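 also: signal is the Cy5 over europium emission ratio at 671 and 618 nm; 0% = plate median of compound wells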
KLK7 zymogen act – activators of human kallikrein-7 zymogen | purified proKLK7, EDANS-DABCYL substrate fluorescence; 100% is mature enzyme control, 0% vehicle | P49862 | 370,000 compounds, 0.9% hits | activation, % at 7 µM;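 active = activation above the mean of all tested compounds plus 3 SD, computed per campaign excluding outliers beyond control limits, cut at about 13% in these data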
PRMT1 inh – PRMT1 (human) inhibition, primary screen; Q99873; 370,000 compounds, 1.3% hits; inhibition, % at 2.79 µM; recombinant PRMT1, activity-based probe fluorescence polarization;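 active = inhibition above about 21% made by adding two undisclosed values, limit read from the data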
MBD2 inh – MBD2-methylated oligo binding inhibition; TR-FRET, MBD2 binding to methylated oligonucleotide; inhibition, % at 4.4 µM; 370,000 compounds, 0.31% hits; in the data active = inhibition above about 13%
TDP2 absorb – blocks human TDP2 phosphodiesterase activity; O95551; recombinant TDP2, T5PNP hydrolysis, p-nitrophenol absorbance 415 nm; inhibition, % at 12.8 µM; 370,000 compounds, 0.34% hits;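 active = inhibition above the mean of all tested compounds plus 3 SD, set per campaign, cut at about 25% in these data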;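 also: 0% = DMSO with enzyme and 100% = buffer with substrate but no TDP2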
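Evaluation: % inhibition relative to enzyme-containing and enzyme-free wells. Material: recombinant human TDP2. Benchmarks: enzyme-free and DMSO wells. Timing: enzyme reaction with compound for 2 h at 37 °C. Compound dosing: 12.8 µM only. Measured by: p-Nitrophenol epi absorbance. Reagent: T5PNP substrate at 5 mM, a TopII-DNA adduct mimic. Replication: single well per compound.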
DDE Tn6 FP inh – inhibitors of Tn6 peptide binding to human fibrin DD(E); P02675; Fibrin DD(E) TRITC-Tn6 fluorescence polarization displacement; inhibition, % at 8.3 µM; 370,000 compounds, 0.21% hits; AID 720509;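 active = inhibition above a per-campaign cutoff: mean of compounds within control limits plus 3 SD, cut at about 15% in these data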;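 also: 0% = median of all compound wells on the plate and 100% = blocking peptide control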
Tn7 DDE FP – DD(E)-Tn7 binding inhibition, primary FP screen; P02675; FP displacement of FITC-Tn7 peptide from fibrin DD(E); 0% = median of compound wells per plate; inhibition, % at 8.3 µM; 370,000 compounds, 0.13% hits; AID 720508;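 active = inhibition above the mean of compounds falling within the control limits plus 3 SD of them, cut at about 14% in these data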;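 also: 0% = plate median of compound wells and 100% = 10 µM Aha-Tn7 peptide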
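assay system = human clot-derived fibrin DD(E) complex | quantity = Fibrin-DD(E) at 2 µM final | timing = 10 min preincubation, 3 h with tracer, room temperature | signal = fluorescence polarization | measure = percent inhibition | benchmarks = high control wells with 10 µM unlabelled Aha-Tn7 peptide (full inhibition) | replicates = singlicate testing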
Starred values were filed as active, the others as inactive. An unsorted share of the library (roughly 4.6% active in at least one column).

SMILES	TCR CD3 inh	SIAE inh	UHRF1 binding	LEDGF integ inh	KLK7 zymogen act	PRMT1 inh	MBD2 inh	TDP2 absorb	DDE Tn6 FP inh	Tn7 DDE FP
COCCCN1C(=O)CC(C(=O)OC)=C1C	-6	4	1	4	1.0	-2	-1	-2	3	-6
O=C(O)c1cc2ncc(CCO)cn2n1	2	6	-7	-3	0.5	4	0	-4	2	2
COc1ccc2oc(C(=O)N(C)Cc3ccc4c(c3)OCCO4)c(C)c2c1	2	3	-3	5	0.3	1	-2	7	-7	3
Cc1cc(C)n2cc(CSc3nnnn3C)nc2n1	1	2	-1	2	2.9	4	3	1	-5	3
Cc1cc(OCC(F)(F)C(F)(F)C(F)(F)C(F)F)nc(N)n1	6	-5	-2	0	-0.7	-2	0	-7	-2	1
Cc1c(Cl)cccc1NC(=O)CNc1ccccc1F	-1	2	-3	0	0.1	0	-3	11	7	-2
COc1ccccc1Nc1nnc(SCC(=O)Nc2nc(-c3ccc(F)cc3)cs2)s1	-1	-13	0	2	-0.3	-4	0	-1	-6	-3
COc1ccc(C2c3ccc4ccccc4c3Oc3ncn(CCN4CCOCC4)c(=N)c32)cc1 (stereo unspecified)	8	-18	-1	3	0.3	-3	-5	1	6	-5
CC1CCCCC1NC(=O)COC(=O)CCC(=O)c1cccs1 (stereo unspecified)	1	6	0	2	-0.5	0	-1	7	2	-1
CCC(C)NC(=O)c1ccc(Cl)c(S(=O)(=O)Nc2ccccc2N2CCOCC2)c1 (stereo unspecified)	-2	2	4	0	-0.1	-3	0	-3	-3	11
CCCCn1cnc2c(c(CC#N)nn2-c2ccccc2)c1=N	-1	-2	-1	-2	0.1	4	4	5	3	2
Cc1ccc(NC(=S)NC(=O)C2CCCC2)c(Br)c1	-6	-4	-1	-1	-0.1	3	5	-7	4	-2
CC(=O)c1cccc(NC(=O)C(C)OC(=O)c2ccc3ncsc3c2)c1 (stereo unspecified)	-3	-2	0	-4	-0.1	17	3	-6	-2	4
Cc1cc(NC(=O)c2nn(C)c(C)c2[N+](=O)[O-])no1	-2	-1	-1	-2	-0.3	0	5	-5	7	-1
CSc1nc(O)c(C(c2ccc(C)cc2)c2c(O)nc(SC)[nH]c2=O)c(=O)[nH]1	-11	2	-1	-3	0.5	8	5	11	-2	2
CC/C(=N\NS(C)(=O)=O)c1ccccc1	-1	3	1	-3	-0.2	2	0	-12	4	-4
CN(C)c1ccc(CNS(=O)(=O)c2csc(C(N)=O)c2)cc1	11	1	-2	-7	0.7	2	-1	0	-4	-1
CNC(=O)c1cc2cc(OC)ccc2oc1=N	-1	10	-3	0	-29	2	-5	4	4	-4
COc1ccc(C2CC(=O)C3=C(C2)Nc2ncnn2C3c2ccccc2C)cc1 (stereo unspecified)	-5	5	-2	-1	-3.5	-2	-1	-3	6	0
COc1ccc(-c2ccc(=O)n(Cc3cccc([N+](=O)[O-])c3)n2)cc1	-1	0	-1	5	0.2	-3	-5	-2	-1	1
O=C1NCCCC1C(=O)NCCNC(=O)C(F)(F)F (stereo unspecified)	-2	6	6	4	0.1	3	-1	-5	-11	1
COC(=O)c1cc(NC(=O)CN(C)Cc2ccccc2)cc(C(=O)OC)c1	6	1	-1	2	2.0	2	-6	9	-15	-6
Cn1c(SCC(=O)NNC(=O)c2ccc(Br)cc2)nnc1-c1cccnc1	4	-2	-1	-2	0.2	-4	-2	6	8	-4

A run of entries from further up, as a working copy:
SMILES	TCR CD3 inh	SIAE inh	UHRF1 binding	LEDGF integ inh	KLK7 zymogen act	PRMT1 inh	MBD2 inh	TDP2 absorb	DDE Tn6 FP inh	Tn7 DDE FP
COCCCN1C(=O)CC(C(=O)OC)=C1C	-6	4	1	4	1.0	-2	-1	-2	3	-6
O=C(O)c1cc2ncc(CCO)cn2n1	2	6	-7	-3	0.5	4	0	-4	2	2
COc1ccc2oc(C(=O)N(C)Cc3ccc4c(c3)OCCO4)c(C)c2c1	2	3	-3	5	0.3	1	-2	7	-7	3
Cc1cc(C)n2cc(CSc3nnnn3C)nc2n1	1	2	-1	2	2.9	4	3	1	-5	3
Cc1cc(OCC(F)(F)C(F)(F)C(F)(F)C(F)F)nc(N)n1	6	-5	-2	0	-0.7	-2	0	-7	-2	1
Cc1c(Cl)cccc1NC(=O)CNc1ccccc1F	-1	2	-3	0	0.1	0	-3	11	7	-2
COc1ccccc1Nc1nnc(SCC(=O)Nc2nc(-c3ccc(F)cc3)cs2)s1	-1	-13	0	2	-0.3	-4	0	-1	-6	-3
COc1ccc(C2c3ccc4ccccc4c3Oc3ncn(CCN4CCOCC4)c(=N)c32)cc1 (stereo unspecified)	8	-18	-1	3	0.3	-3	-5	1	6	-5
CC1CCCCC1NC(=O)COC(=O)CCC(=O)c1cccs1 (stereo unspecified)	1	6	0	2	-0.5	0	-1	7	2	-1
CCC(C)NC(=O)c1ccc(Cl)c(S(=O)(=O)Nc2ccccc2N2CCOCC2)c1 (stereo unspecified)	-2	2	4	0	-0.1	-3	0	-3	-3	11
CCCCn1cnc2c(c(CC#N)nn2-c2ccccc2)c1=N	-1	-2	-1	-2	0.1	4	4	5	3	2
Cc1ccc(NC(=S)NC(=O)C2CCCC2)c(Br)c1	-6	-4	-1	-1	-0.1	3	5	-7	4	-2

Quoted from the listing:
Reading for CC(=O)c1cccc(NC(=O)C(C)OC(=O)c2ccc3ncsc3c2)c1 (stereo unspecified) under MBD2 inh: 3
Reading for COc1ccc(C2CC(=O)C3=C(C2)Nc2ncnn2C3c2ccccc2C)cc1 (stereo unspecified) under SIAE inh: 5
